Screens (PubChem BioAssay)
Polio RdRp inh = poliovirus RdRp elongation inhibitors, primary screen, biochemical, fluorescence polarization, total intensity. AID 588519, 2011. poliovirus polymerase elongation; stronger effect = lower value. % elongation, % (compound at 16.7 µg/mL). actives 0.66% (n = 150,000); in the data active = % elongation below about 90%; note: some results filed as inactive read as strong as hits
Target sequence (P03300 1749-2209 limits assumed): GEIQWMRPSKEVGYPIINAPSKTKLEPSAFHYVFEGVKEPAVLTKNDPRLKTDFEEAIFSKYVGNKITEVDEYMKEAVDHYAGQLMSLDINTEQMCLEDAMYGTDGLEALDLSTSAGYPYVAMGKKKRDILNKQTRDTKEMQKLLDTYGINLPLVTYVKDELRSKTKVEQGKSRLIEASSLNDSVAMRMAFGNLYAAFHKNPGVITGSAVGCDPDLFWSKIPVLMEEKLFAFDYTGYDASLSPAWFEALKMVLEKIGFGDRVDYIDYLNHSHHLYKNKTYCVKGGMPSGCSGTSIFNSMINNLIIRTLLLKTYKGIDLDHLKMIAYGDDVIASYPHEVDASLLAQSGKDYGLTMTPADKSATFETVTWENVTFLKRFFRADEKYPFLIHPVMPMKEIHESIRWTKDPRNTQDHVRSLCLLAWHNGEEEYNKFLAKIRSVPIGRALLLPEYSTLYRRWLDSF
Polio RdRp inh FP z-score = further read-out of Polio RdRp inh, marked with its call; z-score; measured here: FP z-score; hits read low
Starred values were filed as active, the others as inactive. Some of the compounds tested; the hit share may differ from the screen's.

Each structure is followed by: Polio RdRp inh | Polio RdRp inh FP z-score
CCC(CC)C(=O)Nc1nnc(SCc2cc(=O)c3ccccc3[nH]2)s1
  103 | -0.7
CC(C)(C)c1ccc(C(=O)N2CCC(c3nc(-c4ccc(S(=O)(=O)N5CCCC5)cc4)no3)CC2)cc1
  102 | -1.1
CCCCN(CCCC)C(=O)c1cc2c(=O)n3ccccc3nc2s1
  107 | 0.4
Cc1ccccc1NC(=O)CN1C(=O)C(C)(C)c2ccccc21
  105 | -0.6
NNc1nc2ccccc2[nH]c1=S
  107 | 1.1
CCOC(=O)N1CCN(C2CC(=O)N(c3ccc(I)cc3C)C2=O)CC1 (stereo unspecified)
  104 | 1.3
O=C(COC(=O)c1c[nH]c(=O)[nH]c1=O)Nc1ccccc1
  101 | -0.4
COc1cc(Cn2c(=O)oc3ccc(C)cc32)ccc1OCCC(C)C
  100 | -0.7
CN1N=C(C(C)(C)C)CSC1=Nc1ccc(F)cc1
  100 | -0.8
COc1ccc(/C=C\c2onc(C)c2S(=O)(=O)N2CCC(C(=O)Nc3cccc(Cl)c3)CC2)cc1
  106 | 0.4
COc1ccc(S(=O)(=O)NCCc2csc(-c3cccc(F)c3)n2)cc1OC
  103 | -0.9
COc1ccc2c(CNC3CCCCCC3)c(C(=O)O)n(Cc3ccc(C)cc3)c2c1
  105 | -0.4
O=C(CSc1ncnc2sccc12)N1CCC(c2nc3ccccc3o2)CC1
  108 | 1.1
Cc1ccc(-n2c(SCc3nc(-c4ccccc4C)no3)nnc2-c2ccncc2)cc1C
  109 | 0.4
Cc1[nH][nH]c(=O)c1N=Nc1ccccc1
  101 | -0.1

2 of the compounds above, as labelled records.
Cc1ccc(-n2c(SCc3nc(-c4ccccc4C)no3)nnc2-c2ccncc2)cc1C
- Polio RdRp inh: 109
- Polio RdRp inh FP z-score: 0.4

COc1cc(Cn2c(=O)oc3ccc(C)cc32)ccc1OCCC(C)C
- Polio RdRp inh: 100
- Polio RdRp inh FP z-score: -0.7

Four entries from above, with each value named:
Cc1ccc(-n2c(SCc3nc(-c4ccccc4C)no3)nnc2-c2ccncc2)cc1C
  Polio RdRp inh: 109 | Polio RdRp inh FP z-score: 0.4
CCC(CC)C(=O)Nc1nnc(SCc2cc(=O)c3ccccc3[nH]2)s1
  Polio RdRp inh: 103 | Polio RdRp inh FP z-score: -0.7
COc1cc(Cn2c(=O)oc3ccc(C)cc32)ccc1OCCC(C)C
  Polio RdRp inh: 100 | Polio RdRp inh FP z-score: -0.7
O=C(CSc1ncnc2sccc12)N1CCC(c2nc3ccccc3o2)CC1
  Polio RdRp inh: 108 | Polio RdRp inh FP z-score: 1.1

The list goes on:
Each structure is followed by: Polio RdRp inh | Polio RdRp inh FP z-score
CC(C)(C)c1ccc(S(=O)(=O)Nc2ccc(O)c(Sc3nc4ccccc4s3)c2)cc1
  110 | -0.1
COC(=O)CN1C(=O)CSc2ncccc21
  103 | 0.2
COC(=O)c1ccccc1NC(=O)CCCn1nc(C)c2sc3ccccc3c2c1=O
  114 | 0.4
CCOc1ccc(CCNC(=O)c2cc3c(-c4cccc(OC)c4)nn(C)c3s2)cc1OCC
  103 | 0
CCOC(=O)c1nc2sc3c(c2c(=O)[nH]1)CCC(C)C3 (stereo unspecified)
  104 | 0.1
Cc1noc(C)c1S(=O)(=O)N1CCCC1
  106 | 1
CC1CCN(Cc2c(O)ccc3c(=O)c(-c4ccc(Cl)cc4)c(C(F)(F)F)oc23)CC1
  108 | 0.7
CCCSCCCNC(=O)c1sc2nc(C)cc(C)c2c1-n1cccc1
  106 | -0.4
Cc1cc(=O)oc2cc(OCC(=O)N(C)C)c(Cl)cc12
  101 | 0.1
COc1ccccc1N1CCN(C(=O)COc2c(C)cccc2C)CC1
  99 | -0.1
NCCCN1CCc2ccccc21
  101 | -0.2
O=C(NCCc1ccc(Cl)cc1)C1CCN(S(=O)(=O)c2ccc3[nH]ccc3c2)CC1
  108 | 0.3
COc1cc(OC)c(C(=O)NC2CC(C)(C)NC(C)(C)C2)cc1OC
  101 | 0
Cc1ccccc1OC(=O)c1cc(-c2ccc3c(c2)OCCO3)on1
  102 | -0.4
N#CC1=C2SCN(C3CCCCC3)CN2C(=O)CC1c1ccc(Br)cc1 (stereo unspecified)
  95 | -1.3
CCc1cc(C(=O)Cc2nc3ccccc3s2)c(O)cc1O
  104 | 0.1
COc1ccc(N(C(=O)c2ccncc2)S(=O)(=O)c2ccc(OC)c(OC)c2)cc1
  101 | -0.1
Cc1ccc(Cl)cc1NC(=O)CCn1cnc2ccccc2c1=O
  98 | -2.3
CCS(=O)(=O)c1ncc(Cl)c(C(=O)NCc2ccc(OC)cc2)n1
  104 | 0.2
O=C(c1ccccc1Cl)N1CCC(c2nc3ccccc3s2)CC1
  112 | 0.4
CCOc1ccc(NC23SCC(=O)C2CCc2ccccc23)cc1 (stereo unspecified)
  90 | -1.9
CCc1c(C)nn2cn[n+](Cc3ccccc3)c2c1[O-]
  108 | 0.4
CC1Cc2ccccc2N1C(=O)CSCC(=O)O (stereo unspecified)
  103 | 0.4
CCOC(=O)C1=C(C(F)(F)F)OC(N)=C(C#N)C1c1ccc(-c2ccccc2)cc1 (stereo unspecified)
  95 | -0.5
O=C1CC(N2CCN(S(=O)(=O)c3ccc4c(c3)OCCO4)CC2)C(=O)N1c1cccc(C(F)(F)F)c1 (stereo unspecified)
  107 | 0.4
COc1ccc(C2N=C(N3CCc4ccccc43)Nc3nc(C)cc(=O)n32)cc1 (stereo unspecified)
  101 | 0
O=C(OC1CSc2nc3ccccc3n2C1)c1ccco1 (stereo unspecified)
  104 | 0.7
Cc1nc(Cc2nnc(SCc3cc(=O)oc4cc5c(cc34)CCC5)o2)cs1
  98 | -1.1
O=C(N/N=C/c1ccc(-c2ccc(Cl)c(C(=O)O)c2)o1)c1ccncc1
  102 | 0.4
COc1cccc2cc(C(=O)N3CCN(c4cc(Cl)ccc4C)CC3)c(=O)oc12
  106 | 0.7
CCNCc1ccc(-c2cccc(Cl)c2)o1
  100 | -1
CCOCCCNC1CC(C)CC(C)(C)C1 (stereo unspecified)
  101 | -0.2
COc1ccc(NC(=O)CCOc2ccccc2)cc1
  105 | 0.8
O=c1cc(-c2ccc(F)cc2)nc(SCc2nc(-c3cccc(Cl)c3)no2)[nH]1
  103 | -1
CCOC(=O)c1cnc2c(C)cc(C)cc2c1Nc1ccc(N2CCOCC2)cc1
  107 | 0.5
N#CCSC1=Nc2ccccc2C2=NC(CCC(=O)NC3CCCCC3)C(=O)N12 (stereo unspecified)
  101 | -0.2
CCc1ccc(C(=S)N2CCOCC2)cc1
  100 | 0
CCCn1c(=O)c2c(C(=O)OCC)cc(-c3ccccn3)nc2n(CCC)c1=O
  98 | -0.4
CCOc1ccc(Cl)cc1N
  102 | -0.1
Cc1cc2[nH]c(=O)c(=O)[nH]c2cc1S(=O)(=O)NCc1ccc(F)cc1
  111 | 1
Cc1cc(C)n(CCc2nc3c4ccccc4n(Cc4ccc(Cl)cc4)c(=O)n3n2)n1
  100 | -0.3
O=C(NCCCc1ccccc1)c1nn(-c2ccccc2)nc1CO
  102 | -1
Cc1cc(OCC(O)CN(C(C)C)C(C)C)c(C(C)C)cc1Cl (stereo unspecified)
  104 | 0.1
O=C1CC(c2ccc(F)cc2)CC2=C1C(c1ccccc1)N=C(Nc1nc3ccccc3o1)N2 (stereo unspecified)
  101 | 0.5
CSc1nc2c([nH]c3ccccc32)c(=O)n1-c1ccc(F)cc1
  117 | 2.5
COc1cc(OC)c(NC(=O)N2CCC(CN3CCOCC3)CC2)cc1Cl
  112 | 0.3
ClCC1=Nc2cccc3cccc(c23)N1
  99 | -0.7
CN(C)S(=O)(=O)c1cccc(C(=O)OCC(=O)NC2CCCC2)c1
  104 | 0.3
O=C(c1ccccc1)C(CC(=O)N1CCOCC1)c1ccccc1 (stereo unspecified)
  108 | 0.6
Cc1ccc(C2CC(=O)N(C)c3c2c(C)nn3-c2nc3ccccc3s2)cc1 (stereo unspecified)
  100 | -1
O=C(CSc1ccccc1)NCc1ccc2c(c1)CCN2C(=O)c1ccc(Cl)cc1
  104 | -0.7
Cc1ccccc1Nc1nc(N)c(C(=O)c2ccccc2Cl)s1
  104 | -0.6
CC1=C(C#N)C(c2ccc3c(c2)OCO3)C2=C(CCCC2=O)N1 (stereo unspecified)
  99 | -0.7
COc1ccc(C)cc1NC(=O)c1cc2c(=O)n3cccc(C)c3nc2s1
  99 | -1.3
CC(C)(C)c1ccc(OCCSc2nc(-c3cccs3)nc3cc(=O)[nH]n23)cc1
  109 | 0.5
Clc1ccc(-c2noc3ncnc(NC4CCCCC4)c23)cc1
  105 | -0.5
N#CC(C#N)C(c1ccsc1)c1c(-c2ccccc2)[nH][nH]c1=O (stereo unspecified)
  91 | -1.1
CN(C)c1ccc(CNC(=O)c2ccc3nc(CCc4ccccc4)oc3c2)cc1
  101 | -1.2
Cc1c(C(=O)NCc2cccc(Cl)c2)sc2nc3n(c(=O)c12)CCC3
  105 | -0.3
C=CCN(CC=C)S(=O)(=O)c1ccc(C)cc1
  102 | 0.2

Other entries:
Each structure is followed by: Polio RdRp inh | Polio RdRp inh FP z-score
O=C1c2ccccc2C(=O)c2c1oc1c3c(ccc21)OCN(Cc1ccccc1)C3
  100 | -0.3
CSc1ccc(-c2nc3ccccc3c(=O)[nH]2)cc1
  98 | -1.3
O=C(CN1CCN(Cc2ccccc2)CC1)NC1CC1
  101 | -0.4
CCN1C(=O)c2ccccc2S(=O)c2ccc(C(=O)N3CCN(c4cccc(C)c4)C(C)C3)cc21 (stereo unspecified)
  107 | 0.2
C/C(=C\C=C\c1ccccc1)C(=O)c1c(C)cc(C)[nH]c1=O
  100 | -0.2
COc1ccc(-n2c(=O)c3c4c(sc3n(Cc3cc(C)ccc3C)c2=O)CN(C(C)=O)CC4)c(OC)c1
  102 | -0.7
CCN(CC)c1ccc(NC(=O)C2CCCN(S(=O)(=O)c3ccc4c(c3)oc(=O)n4C)C2)c(C)c1 (stereo unspecified)
  109 | 0.4
CCNc1nc(N)nc(Oc2ccc(OCC)nn2)n1
  99 | -0.7
CCOC(=O)c1cccc(NC(=O)CCS(=O)(=O)c2ccc3c(c2)CCN3C(=O)CC)c1
  112 | 1
CCc1cc(C(=O)Cc2cnn(-c3ccccc3)c2)c(O)cc1OC
  107 | 0.5
Oc1ccc(O)c([S+]2CCCCC2)c1
  110 | 0.8
C=CCC1S/C(=N/N=C/c2ccccc2)NC1=O (stereo unspecified)
  101 | -0.1
CCOC(=O)c1c(C)n(C)c2ccc(OCCN(C)C)cc12
  102 | -0.1
CC(C)NC(=O)COc1coc(CN2CCN(C(=O)c3ccco3)CC2)cc1=O
  97 | -2
OC1C2CN3CCN(C2)CC1(Cc1ccccc1)C3 (stereo unspecified)
  101 | -0.2
Cc1ccc(-n2nc(C)c3c(C)c(CCC(=O)NCc4cccs4)c(C)nc32)cc1
  102 | -0.5
CC(=O)N1c2ccccc2C(=O)C1N1CCN(c2cccc(Cl)c2)CC1 (stereo unspecified)
  114 | 1.5
Cn1c(CNC(=O)CSc2n[nH]c(-c3ccccc3)n2)nc2ccccc21
  102 | -1.4
COc1ccc(C(=O)N2CCCN(C)CC2)cc1S(=O)(=O)N(C)Cc1ccccc1
  101 | 0
Cc1ccccc1CNC(=O)c1ccc(CN2CC(=O)N3CCCCC3C2=O)cc1 (stereo unspecified)
  108 | -0.2
N=c1oc2ccc(Br)cc2cc1-c1nc2ccccc2[nH]1
  105 | 0.7
CC(C)OC(=O)c1cccnc1SCc1cc(=O)n2ccccc2n1
  101 | -0.3
Cc1ccc(CSCCC(=O)N2CCN(c3cc(C)ccc3C)CC2)cc1
  116 | 1.3
COc1ccccc1NC(=O)Cc1noc(COC(=O)c2cc(OC)c(OC)cc2OC)n1
  103 | 0
COc1cc(/C=C2\C(=N)N3N=C(S(C)(=O)=O)SC3=NC2=O)ccc1OC(=O)c1ccco1
  100 | -0.2
O=C(NCCS(=O)(=O)N1CCN(c2ccccc2)CC1)C1CC(=O)N(c2ccc(F)cc2)C1 (stereo unspecified)
  105 | 0.4
CCCn1c(SCC(=O)N2CCc3ccccc32)nc(O)cc1=O
  99 | -0.4
CC(=O)NCc1nc2ccccc2n1Cc1ccccc1
  102 | -0.6
Cc1ccc(-c2noc(CN(C)C(=O)Nc3ccc(Cl)cc3)n2)cc1
  102 | -1.1
O=C(O)C1(c2ccccc2)CCC(Nc2ccccc2)C1 (stereo unspecified)
  69* | -3.5*
Cc1ccc(-n2cccc2C=C2C(=O)NC(=O)NC2=O)cc1Cl
  106 | 1
Cc1cc2c(c(=O)o1)C(c1cccc(COc3ccccc3Cl)c1)C(C#N)=C(N)C2 (stereo unspecified)
  101 | 0
CCOC(=O)c1c(C)[nH]c(C)c1C(=O)CSC(=S)N(C)C
  104 | 0.4
Cn1c(SCc2ccc(F)cc2)nc2ccc(C(=O)NCc3ccc(Cl)cc3)cc21
  104 | -1.6
Cc1ccc(OCCn2cc(C=C(C#N)C#N)c3ccccc32)cc1
  103 | 0.3
CC1=C(C(=O)Nc2ccccc2)S(=O)CCO1 (stereo unspecified)
  102 | -0.4
O=C1S/C(=C\c2ccc(N3CCOCC3)o2)C(=O)N1Cc1ccc(F)cc1
  102 | 0.1
COc1ccc(N(CC(=O)NCCc2ccc(Cl)cc2)S(=O)(=O)c2c(C)nn(C)c2C)cc1
  107 | 0.5
CCOc1ccc(-n2cc(C(=O)N3CCN(c4ccccc4OC)CC3)c3cc(OC)c(OC)cc3c2=O)cc1
  100 | -0.5
CCOC(=O)c1cccnc1SC(CC)C(=O)N1CCOCC1 (stereo unspecified)
  100 | -0.6
CNC(=S)N1CC2CC(C1)c1cccc(=O)n1C2 (stereo unspecified)
  101 | 0.1
O=C1NC(=O)c2cc(Cl)c(Cl)cc21
  103 | 0
COc1ccc(CNC(=O)CSc2n[nH]c(-c3ccc(OC)cc3)n2)cc1
  112 | 0.8
CCc1ccc(/C(C)=N/N=C(N)N)cc1
  98 | -0.1
Fc1ccccc1-n1ncc2c1ncn1nc(COc3ccc(Cl)cc3)nc21
  120 | 0.3
